High-throughput results: PubChem, Sanford-Burnham Center for Chemical Genomics
mIAP activ – activators of mouse IAP, primary screen, biochemical, luminescence, uHTS | activation factor at 10 µM | AID 2805, 2010 | muIAP, CDP-Star luminescence, 30 min; stronger effect = higher value; 1 = vehicle-only enzyme signal, 0 = enzyme-free wells | hit rate 0.24% among 330,000;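 active means activation factor of at least 2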; further: the source names both 10 and 20 µM as test concentration; values of inactives mirror those of a sister screen read the other way
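Assay system: mouse IAP enzyme / Compound: DMSO-dissolved test compounds / Timing: 30 min, room temperature / Measured by: luminescence from enzymatic CDP-Star hydrolysis / Control set: DMSO-only wells, enzyme-free buffer wells as negative control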
hIAP inh – human IAP inhibitors, primary screen, biochemical, luminescence, uHTS; Intestinal-type alkaline phosphatase (Homo sapiens), P09923; purified IAP, CDP-Star luminescence, 30 min; inhibition, % at 10 µM; hit rate 0.12% among 330,000;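 active means inhibition reaching a set limit with compound at 10 µM in the primary screen, cut at about 35% in these data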;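 further: plate controls were DMSO wells with enzyme for no effect and no-enzyme buffer wells for full effect; values of inactives mirror those of a sister screen read the other way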
Target sequence (P09923 whole entry, looked up): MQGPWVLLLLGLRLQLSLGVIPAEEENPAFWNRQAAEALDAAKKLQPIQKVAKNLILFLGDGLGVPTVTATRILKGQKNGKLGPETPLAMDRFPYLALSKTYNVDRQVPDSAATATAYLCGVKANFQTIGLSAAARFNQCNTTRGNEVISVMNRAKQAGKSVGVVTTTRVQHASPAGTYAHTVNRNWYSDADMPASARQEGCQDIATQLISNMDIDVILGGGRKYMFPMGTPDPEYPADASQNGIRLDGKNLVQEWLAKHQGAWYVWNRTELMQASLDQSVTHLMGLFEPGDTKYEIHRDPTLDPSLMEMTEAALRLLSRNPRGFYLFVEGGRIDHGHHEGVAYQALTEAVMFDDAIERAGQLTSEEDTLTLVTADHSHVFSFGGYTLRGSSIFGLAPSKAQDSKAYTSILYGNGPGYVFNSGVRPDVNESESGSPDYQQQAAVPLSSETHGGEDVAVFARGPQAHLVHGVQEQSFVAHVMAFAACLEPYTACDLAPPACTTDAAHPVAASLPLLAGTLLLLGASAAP
tim10-1 inh – growth inhibitors of tim10-1 mutant yeast, primary screen, luminescence, uHTS; inhibition, % at 20 µM; S. cerevisiae tim10-1 ts strain growth, BacTiter-Glo, 24 h; hit rate 2.2% among 330,000;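 active means inhibition of at least 40%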;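 further: mutant grown at 25 °C; 0% = DMSO wells with yeast and 100% = wells holding no yeast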
TIM10 inh – growth inhibitors of isogenic TIM10 control yeast, primary screen, counter-screen for tim10-1 yeast inhibitor project, luminescence, uHTS; S. cerevisiae TIM10 strain growth, BacTiter-Glo luminescence, 24 h; inhibition, % at 10 µM; hit rate 1.4% among 330,000;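 active means inhibition of 40% or more at the single tested concentration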;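 further: wild-type TIM10 isogenic control strain grown at permissive 25 °C; 0% = DMSO yeast wells and 100% = minimal medium wells without yeast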
mIAP inh – inhibitors of mouse IAP, primary screen, biochemical, luminescence, uHTS; purified mouse IAP, CDP-Star luminescence, 30 min; inhibition, % at 10 µM; hit rate 0.2% among 330,000; AID 2806, 2010;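 active means inhibition of at least 40% at 10 µM in the primary screen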;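 further: plate controls were DMSO with enzyme for no effect and no enzyme wells for full effect; values of inactives mirror those of a sister screen read the other way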
APOBEC3A inh – APOBEC3A ssDNA deaminase inhibitors, primary screen, selectivity assay for APOBEC3G inhibitor project, biochemical, FAM/TAMRA oligo cleavage fluorescence. hit rate 0.41% among 330,000. AID 493011, 2011. recombinant A3A, FAM/TAMRA ssDNA deamination fluorescence. inhibition, % at 20 µM. DNA dC->dU-editing enzyme APOBEC-3A (Homo sapiens), P31941;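 active means at least 40% inhibition at 20 µM here, with at most 30% in a related deaminase screen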;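 further: plate controls were A3A with DMSO for no effect and wells lacking A3A enzyme for full effect; some results filed as inactive read as strong as hits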
Target sequence (P31941 whole entry, looked up): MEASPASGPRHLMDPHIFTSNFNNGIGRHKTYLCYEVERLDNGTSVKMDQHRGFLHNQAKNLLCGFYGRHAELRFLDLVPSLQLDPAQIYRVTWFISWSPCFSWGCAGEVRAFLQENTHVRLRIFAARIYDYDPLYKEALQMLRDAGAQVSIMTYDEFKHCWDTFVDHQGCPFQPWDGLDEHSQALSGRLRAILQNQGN
A3G deaminase – APOBEC3G DNA deaminase inhibitors, primary screen, biochemical, fluorescence, single-stranded DNA substrate, uHTS | inhibition, % at 20 µM | recombinant A3G, ssDNA deamination FAM/TAMRA fluorescence | DNA dC->dU-editing enzyme APOBEC-3G (Homo sapiens), Q9HC16 | hit rate 0.28% among 330,000;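 active means inhibition of at least 40% at 20 µM, with no more than 30% in the related APOBEC3A deaminase screen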;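 further: plate controls were DMSO wells with A3G for no effect and wells lacking A3G enzyme for full effect; some compounds called inactive have numbers as strong as hits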
Target sequence (Q9HC16 whole entry, looked up): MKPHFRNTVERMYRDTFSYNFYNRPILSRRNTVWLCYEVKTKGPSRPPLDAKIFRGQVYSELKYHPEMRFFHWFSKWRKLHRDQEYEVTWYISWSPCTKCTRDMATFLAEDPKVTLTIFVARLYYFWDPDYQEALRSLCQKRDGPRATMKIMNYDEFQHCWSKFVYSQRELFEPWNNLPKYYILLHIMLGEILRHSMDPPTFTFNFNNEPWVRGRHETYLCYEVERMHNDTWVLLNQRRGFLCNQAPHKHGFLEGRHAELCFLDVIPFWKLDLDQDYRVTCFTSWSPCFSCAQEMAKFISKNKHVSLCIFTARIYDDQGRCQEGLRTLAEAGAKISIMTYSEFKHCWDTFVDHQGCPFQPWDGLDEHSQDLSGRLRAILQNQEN
beta cell repl – inducers of MIN6 beta-cell proliferation, primary screen, ATP luminescence, uHTS. hit rate 0.29% among 330,000. MIN6 cells proliferation, ATPlite luminescence, 48 h; cells starved in 0.2% serum; 100% = growth in 10% serum. AID 2380, 2010. proliferation, % at 10 µM;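 active means compounds whose signal lies at least 3.5 SD above the mean of all wells on their plate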;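 further: 0% = DMSO-treated cells in low-serum medium and 100% = 10% serum control; some compounds called inactive have numbers as strong as hits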
NALP3 yeast inh – NALP3 inflammasome inhibitors in reconstituted yeast, primary screen, luminescence, uHTS; Yeast reconstituted NLRP3/ASC/caspase-1, beta-gal luminescence, 24 h; inhibition, % at 10 µM; hit rate 0.39% among 330,000; AID 2825, 2010;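 active means inhibition of 50% or more; inactive means inhibition below 50%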;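 further: plate controls were induced DMSO wells for no effect and uninduced yeast grown without galactose for full effect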
Active calls of the source: *; / = no result given.

SMILES	mIAP activ	hIAP inh	tim10-1 inh	TIM10 inh	mIAP inh	APOBEC3A inh	A3G deaminase	beta cell repl	NALP3 yeast inh
CC(Nn1cnnc1)c1cc(Cl)ccc1O (stereo not given)	0.97	-4	-18	-8	2	-1	-4	-1	12
Cc1nc(SCCC(=O)O)c2cc(-c3ccccc3)sc2n1	0.91	8	-6	-1	9	-4	-5	-3	23
O=C(NCc1cccc(F)c1)C1CCC(=O)N(CCCN2CCOCC2)C1 (stereo not given)	1	25	2	-2	-4	1	-1	-2	11
CN1CCN(CCOCCOc2ccc(Br)cc2Cl)CC1	0.93	2	2	7	7	-5	-16	-4	18
CC(=O)O/N=C/c1c(NCc2ccccc2)nc2c(C)cccn2c1=O	1	4	-3	2	-2	1	-10	2	2
O=C1C[C@@H]2CCN3C(=O)CCC[C@@H]([C@H]23)[C@H]1Cc1ccccc1	0.97	/	7	-2	3	4	0	/	/
O=C(Nc1ccc(Cl)cc1)c1ccc(-n2cncn2)c([N+](=O)[O-])c1	0.94	10	1	-9	6	4	0	-3	18
Cc1nc2ccccc2cc1C(=O)N/N=C/c1ccco1	1.1	22	-3	-20	-7	-1	-2	0	7
O=c1c2ccccc2nc2c3ccccc3c(NCc3cccnc3)nn12	1	6	54*	49*	-2	4	-7	3	13
Cc1ccc(-n2c(SCC(=O)Nc3ccc(Cl)cc3)nc(O)cc2=O)cc1	0.92	-11	7	3	8	-5	-7	-3	16
COc1ccc2[nH]c(C)c(CCNC(=S)Nc3ccc(F)cc3)c2c1	1.1	-6	24	17	-12	0	-12	-3	1
COCCNc1cc(NCCOC)c([N+](=O)[O-])cc1[N+](=O)[O-]	0.92	8	16	10	8	0	-6	0	27
CCc1ccc(NC(=O)c2ccc3c(c2)C(=O)N(CCOC)C3Nc2ccc(CC)cc2)cc1 (stereo not given)	1	19	-7	-13	0	-5	-5	-6	5
CCN1CCN(CCCNC(=O)C2CCCN(c3nnc(-n4cccc4)s3)C2)CC1 (stereo not given)	0.97	-2	9	1	3	2	-1	-3	2
O=C(Nc1cccc(-c2nc3cccnc3s2)c1)c1cccnc1Cl	0.9	9	0	25	10	2	-2	-3	8
CC(C)CN1C(=O)C(=O)N(CC(=O)c2ccc3c(c2)CCCC3)C1=O	1.1	-6	-13	16	-6	-4	-4	-1	6
CCOc1ccc(N(Cc2cc3ccc(C)cc3[nH]c2=O)S(C)(=O)=O)cc1	1	-14	-2	3	0	-1	-6	-1	10
Cc1ccccc1NC(=O)CSc1cn[nH]n1	0.98	0	6	2	2	-7	-12	-1	-1
OC[C@@H]1[C@@H](c2ccc(F)cc2)C(c2cccc(Cl)c2)=NN1c1ccccc1	2.1*	/	21	16	-113	5	2	/	/
CN(CCNC(=O)Cn1c(=O)sc2ccccc21)Cc1ccccc1	1.1	-9	11	0	-9	-2	-7	-1	-2
CCOc1ccc(N(C)S(=O)(=O)c2ccc(C)c(C(=O)NCCc3ccc(OC)cc3)c2)cc1	1.1	9	8	-5	-7	0	-5	1	11
N/C(=N\c1nc(CSc2nc3ccccc3s2)cc(=O)[nH]1)Nc1ccc(F)cc1	1.1	-34	3	-3	-10	4	-4	-5	1
Cc1ccccc1NC(=O)N1CCCC1C(=O)NCc1ccccc1 (stereo not given)	0.91	0	-15	4	9	-6	-8	0	12
Cc1c(C(=O)Nc2nccs2)oc2ccc(F)cc12	0.9	-2	-1	-6	10	0	-9	-3	5
CN(C)S(=O)(=O)c1ccc(NC(=S)NC(=O)c2cccs2)cc1	1	10	23	6	-4	-2	6	2	11
Next section.
SMILES	mIAP activ	hIAP inh	tim10-1 inh	TIM10 inh	mIAP inh	APOBEC3A inh	A3G deaminase	beta cell repl	NALP3 yeast inh
COc1cc(CCCN[C@H](CN)Cc2ccccc2)cc(OC)c1OC	1	-6	4	-5	-5	-2	0	-6	10
CCOC(=O)/C=C1\Nc2ccccc2SC1=O	1	9	9	1	0	0	-6	-1	19
O=C(c1ccco1)N1CCN(c2c([N+](=O)[O-])nn(-c3ccc(Cl)cc3)[n+]2[O-])CC1	0.94	4	17	11	6	0	-4	-3	3
Cc1cc(NC(=O)CSc2nc(-c3ccco3)cc(C(F)(F)F)n2)n(-c2ccccc2)n1	0.97	-2	17	-20	2	2	-5	-3	7
COc1ccccc1NC(=O)CCCN1C(=O)C2CC=CCC2C1=O (stereo not given)	0.97	-7	-10	1	3	-1	-5	0	8
COc1ccc(CCNC(=O)CNC(=O)c2ccco2)cc1	0.9	7	-8	-2	10	-2	-15	1	19
CCOc1cc(C2NC(=O)NC(C)=C2C(=O)OC(C)CC)cc(Br)c1O (stereo not given)	0.98	-2	9	-12	2	0	1	-1	2
Cc1ccc(NC(=O)C2CCN(S(=O)(=O)c3ccccc3)CC2)cc1	1.2	-12	23	-5	-21	1	-3	-1	2
COc1cc(/C=N\NC(=O)c2ccc(C)nc2)ccc1OC(=O)c1ccco1	1	-10	4	4	-4	3	-1	-1	5
COc1cc(NC(=S)N2CCN(S(C)(=O)=O)CC2)cc(OC)c1	1	-18	-15	2	-2	-3	-6	-3	6
CC(=O)N1CCc2cc(C(=O)CN3CCN(c4ccccc4F)CC3)ccc21	0.96	0	11	2	4	-9	-7	-2	4
Cc1cccc(N2C(=O)CC(n3ccnc3)C2=O)c1C (stereo not given)	0.98	-11	0	2	2	2	6	0	1
Cc1cc(NC(=O)CSc2nc(C(C)(C)C)nc3ccccc23)no1	1	-22	-5	6	-4	8	1	-4	16
COn1c(SCc2ccccc2)nc2ccccc2c1=O	1	-6	-2	11	-2	-4	-5	0	24
CC1(C)OC(=O)C(=CNc2ncccn2)C(=O)O1	1	3	5	0	-3	1	-1	-3	-2
CC1CN(c2ccc([N+](=O)[O-])cc2F)CCN1C(=O)c1ccco1 (stereo not given)	0.97	14	19	-13	3	0	-4	-3	23
O=C(Nc1cccc(S(=O)(=O)N2CCOCC2)c1)C(c1ccccc1)N1CCCCC1 (stereo not given)	0.96	3	7	10	4	-2	-7	-4	-2
Cc1ccc(C(=O)N/C(=C\c2ccco2)C(=O)NCCN2CCOCC2)cc1	0.98	8	-9	-13	2	0	-5	0	13
Cc1cc(C(=O)Nc2nc(-c3ccccn3)cs2)ccc1[N+](=O)[O-]	1	-2	-2	12	0	9	-9	-6	13
O=C1CN2C(=N1)N(Cc1ccccc1)c1ccccc12	0.92	-3	-1	6	8	-2	-5	1	-3
O=C(CCn1c(=S)[nH]c2ccccc2c1=O)N1CCOCC1	1	-8	-13	3	0	-5	-7	-4	4
Cc1ccc2[nH]c3c(NCCCN4CCCC4=O)ncnc3c2c1	1	-14	14	12	-1	-6	-2	-1	14
Cc1c(C=O)c(=O)n(-c2ccccc2)n1C	1	2	9	2	-3	-5	-6	5	9
O=C1N(c2ccccc2C(F)(F)F)O[C@@]1(c1ccccc1)C1CCCCC1	0.85	5	-44	0	15	-1	-4	-7	20
O=c1[nH]c(=O)n(CCc2ccc(F)cc2)c(O)c1C=NCc1ccc2c(c1)OCO2	0.94	8	4	-13	6	68*	20	0	15

Some of the entries above, reformatted:
compound | mIAP activ | hIAP inh | tim10-1 inh | TIM10 inh | mIAP inh | APOBEC3A inh | A3G deaminase | beta cell repl | NALP3 yeast inh
Cc1ccc(C(=O)N/C(=C\c2ccco2)C(=O)NCCN2CCOCC2)cc1 | 0.98 | 8 | -9 | -13 | 2 | 0 | -5 | 0 | 13
Cc1cc(C(=O)Nc2nc(-c3ccccn3)cs2)ccc1[N+](=O)[O-] | 1 | -2 | -2 | 12 | 0 | 9 | -9 | -6 | 13

Following part:
SMILES	mIAP activ	hIAP inh	tim10-1 inh	TIM10 inh	mIAP inh	APOBEC3A inh	A3G deaminase	beta cell repl	NALP3 yeast inh
O=C(N/N=C/C1CC=CCC1)c1ccc(O)cc1O (stereo not given)	0.88	-11	1	-10	12	8	0	-2	13
C=CCN1CCN(C(c2cc(OC)ccc2OC)c2nnnn2CC2CCCO2)CC1 (stereo not given)	0.98	3	4	-8	2	-1	-2	-1	9
CCOC(=O)c1sc(NC(=S)NC(=O)c2cccc(Cl)c2)c(C(=O)OCC)c1C	0.97	5	9	-2	3	-2	-2	-7	4
Cc1c(C2Nc3ccccc3NC3=C2C(=O)CC(C)(C)C3)cnn1C (stereo not given)	1	0	1	18	-1	-1	-4	-2	20
S=C(NCc1ccc(Cl)cc1)NN1CCOCC1	1.1	-1	-21	3	-9	-2	-7	0	19
COc1ccc(CC(=O)NNC(=O)COc2ccc(Cl)cc2C)cc1S(=O)(=O)N1CCOCC1	0.98	-92	-3	0	2	-1	2	4	15
COCCN=C1NN=C(c2cc(C)n(CC3CCCO3)c2C)CS1 (stereo not given)	1	7	-7	15	-2	-2	-7	-4	12
COc1c2c(nc3occc13)C(CCC(C)(C)O)(OC)C(O)CC2 (stereo not given)	1	-8	3	-6	-3	-2	1	1	16
CSc1ncccc1C(=O)Nc1ccc(S(=O)(=O)Nc2nccs2)cc1	0.99	-10	7	13	1	-1	-3	0	3
CCC(C)[C@H](NC(=O)Nc1ccc(S(N)(=O)=O)cc1)C(=O)OC (stereo not given in full)	1	-20	11	-13	-2	1	-9	-2	8
COc1cc(-n2c(C)nc3cc(C(=O)O)ccc32)cc(OC)c1OC	1	10	3	4	-5	7	-10	1	-6
CN(C)c1cccc(C(=O)Nc2nnc(Cc3ccccc3)s2)c1	0.97	6	33	15	3	8	5	0	22
CC(NC(=O)COC(=O)COc1cccc2c1OC(C)(C)C2)c1ccccc1 (stereo not given)	0.91	-13	2	9	9	2	-4	3	8
N#C/C(=N\O)c1nc2ccccc2s1	1.2	-24	-7	-7	-18	-4	-2	-1	14
COc1ccc(OC)c(NC(=O)CSC2=NN3CCCC(=O)N=C3S2)c1	0.92	0	10	17	8	-3	-6	-1	3
O=C(Nc1ccc2oc(-c3ccccc3F)nc2c1)c1cncc(Br)c1	0.88	-9	6	-20	12	2	-4	-3	2
O=C(c1cc(=O)[nH]c2ccccc12)N1CC=C(c2ccccc2)CC1	0.95	-2	6	11	5	0	5	-1	19
CC(=O)c1ccc(NC(=O)C(C)OC(=O)/C=C/c2ccco2)cc1 (stereo not given)	0.97	-1	-1	-1	3	10	5	-4	14
CC1CC(C)CN(CCOc2cccc3ccccc23)C1 (stereo not given)	0.94	-9	12	16	6	-1	-8	-5	45
Cc1cc(C)n(-c2nc3ccccc3nc2N2CCCCCC2)n1	1	-8	39	39	-2	1	-2	0	1
Cc1ccsc1C(=O)NCCc1nnc2ccccn12	0.95	-6	-6	6	5	-1	-3	3	-8
CCCCCNC(=O)c1ccc2c(=O)n(CCOC)c(=O)[nH]c2c1	1	1	6	-9	0	-5	-5	0	10
C(=N\N1CCOCC1)/c1cn(-c2ccccc2)nc1-c1ccccc1	0.99	2	49*	8	1	10	0	0	31
Cc1ccc(S(=O)(=O)Nc2nc3ccccc3s2)cc1	0.92	3	7	18	8	0	1	-1	-4
O=C(CN1CCC(NC(=O)c2ccccc2Cl)CC1)NCc1ccco1	1	-15	10	-2	-4	0	1	0	14
